F508del corr = correctors of CFTR F508del function in bronchial epithelial cells; CFBE cells, YFP halide quenching; stimulated with forskolin plus potentiator P3; % fluorescence drop versus neutral controls; activity (quench increase), % at 7.58 µM; 350,000 tested, 0.36% active; AID 720511;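 active means mean added fluorescence quench of at least 8% versus neutral control, with both replicates also reaching 8%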;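 further: cells transiently co-express mutant CFTR-F508del with the halide-sensitive YFP; corrector assay measuring rescue of mutant channel to the surface after 24 h compound exposure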
C2C12 statin = protects C2C12 myotubes from simvastatin toxicity; ATP luminescence, 48 h; scaled: DMSO 0, geranylgeraniol control 100; rescue of ATP level, % at 7.49 µM; 330,000 tested, 0.78% active;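 active means mean ATP rescue above about 67%, or every replicate alone reaching that limit, limit read from the data, passing the limit was not always enough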;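 further: myotubes were challenged with 10 µM simvastatin during compound exposure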
PglD inh = inhibitors of Campylobacter jejuni PglD acetyltransferase; purified PglD enzyme, DTNB colorimetric CoA detection; inhibition, % at 12.5 µM; 360,000 tested, 0.098% active; AID 602405; in the data active means inhibition above about 16%, passing the limit was not always enough; further: strong numbers were not always called active
INS-1E GSIS act = GLuc luminescence reporter in INS-1E cells, primary screen for activators of glucose-dependent secretion of insulin. 370,000 tested, 0.61% active. INS-1E GLuc reporter insulin secretion, 2-3 h. activation, % at 16.6 µM. AID 743287;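 active means lowest replicate activation of at least 40%, so every replicate reaches that level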;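 further: 0% = median of neutral control wells and 100% = median of IBMX positive control wells; some compounds called inactive have numbers as strong as hits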
FN deposition inh = fibronectin deposition inhibition; AH1F fibroblasts, Alexa488-fibronectin deposition fluorescence, overnight; inhibition, % at 12.6 µM; 350,000 tested, 0.086% active; AID 743247;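 active means mean inhibition across replicates of 30% or more, regardless of how many single replicates reach that level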;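 further: positive control wells lacked labelled fibronectin entirely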
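test system = AH1F fibroblasts assembling fluorescent fibronectin matrix | quantity = 10000 AH1F cells per well | buffer or medium = DMEM plus 2% serum, read in PBS | doses = single dose, pinned | incubation = 1 h cell attachment, overnight exposure to compound and label | detection = fluorescence at 485 nm excitation, 525 nm emission | read-out basis = inhibition from reduced deposited-fibronectin fluorescence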
Cneo AK release = Cryptococcus neoformans lysis via adenylate kinase release; lysis activity, % at 15 µM; C. neoformans lysis, adenylate kinase release luminescence, 4 h; normalised: neutral wells 0, clomiphene wells 100; AID 651654; 360,000 tested, 0.2% active;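 active means mean lysis activity across replicates of at least 80%, whatever share of replicates individually reach that level; inactive means mean lysis activity below 80%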
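Assay system: C. neoformans cells. Amount: yeast cell density of 5 × 10^6 cells/mL. Technique: AK luminescence. Buffer or medium: YPD. Times: static 4 h at 37 °C with compound, 1 h detection. Dosing: single-point compound dose. Read-out: lysis from increased AK signal.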
PGC1a acetyl inh = PGC1a acetylation modulation, inhibitor mode; U2OS PGC1a acetylation, AlphaScreen anti-acetyl-lysine; with virally co-expressed GCN5 acetyltransferase; inhibition, % at 15.6 µM; 350,000 tested, 0.17% active;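 active means every replicate shows inhibition of at least 40%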;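 further: 0% = neutral control wells and 100% = positive control wells; some results beyond the cut were filed as inactive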
miR-122 sensor = miR-122 inhibition in Huh7 cells; Huh7 miR-122 Renilla luciferase sensor, 48 h; neutral wells = 0, positive control = 100; activation (reporter increase), % at 12.5 µM; 340,000 tested, 0.3% active; AID 602342;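 active means mean replicate activation score at least 90 and every replicate individually at or above 90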;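 further: higher luciferase means less miR-122 activity so hits act as miR-122 inhibitors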
* marks the source's active call; other numbers are inactive results; x = no result given; [ ] = dose if it differs, or a comment.

item	compound	F508del corr	C2C12 statin	PglD inh	INS-1E GSIS act	FN deposition inh	Cneo AK release	PGC1a acetyl inh	miR-122 sensor
1	O=c1c2ccccc2[nH]c(=S)n1Cc1ccc2c(c1)OCO2	-5.0	-11	-5	2	8	1	x	26
2	CCOC(=O)C1=CN(Cc2ccco2)S(=O)(=O)N(CC)C1c1cccc(OC)c1 (stereo not drawn)	-0.9	-1	-5	-36	0	-1	x	x
3	CCOc1ncccc1C(=O)OCCN1C(=O)c2ccccc2C1=O	x	-2	-2	x	0	-1	-9	-3
4	COc1ccc(NC(=O)N(C)C[C@@H]2Oc3c(NC(=O)C4CCOCC4)cccc3C(=O)N([C@@H](C)CO)C[C@H]2C)cc1	1.1	13	2	1	x	0	-18	0[16.7 µM]
5	O=C(CN1C(=O)c2ccccc2S1(=O)=O)NC1CCCCCC1	0.0	-6	-1	-7	-9	-3	0	-2
6	COc1ccccc1NC(=O)CNC(=O)Cn1cnc2sc(C)c(C)c2c1=O	-2.1	23	-3	-6	4	0	2	2
7	CC1CCCN(C2(O)C(=O)Nc3ccc(Br)cc32)C1 (stereo not drawn)	2.4	1	x	14	7	x	x	x
8	Cc1cc(C)c(C)c(S(=O)(=O)N2CCC(C(=O)NC3=NCCS3)CC2)c1C	0.2	-15	-4	6	-6	-5	3	-4
9	COc1ccc(C2CCCN2C(=O)Nc2ccc(Cl)cc2)cc1OC (stereo not drawn)	1.5	x	-1	-34	-5	-1	-23	-2
10	COc1ccccc1CC1(C)C(=O)Nc2c(Cl)cccc21 (stereo not drawn)	3.0	2	2	-30	3	-1	-21	-7
11	CC1(C(=O)NS(=O)(=O)c2ccccc2)CCN1C(=O)Cc1ccc(-c2ccccc2)cc1 (stereo not drawn)	-0.1	18	2	-7	x	-2	x	-8
12	COC(=O)c1c(NC(=O)CSc2nnc(Cn3nnc4ccccc43)n2C)sc(C)c1C	-2.3	-1	-4	15	x	2	-24	0
13	CCOC(=O)Cc1csc(NC(=O)COc2ccc(OC)cc2)n1	2.2	x	3	x	1	-1	-5	-3
14	COc1ccc2c3n(nc2c1)CCN=C3c1cc(Cl)c(N)c(Cl)c1	1.9	-35	-1	2	8	4	x	2
15	Cc1oc(-c2ccc(Cl)cc2)nc1CSCC(=O)NCCCN1CCOCC1	x	1	-24	x	4	1	6	5
16	CCNC(=O)COC(=O)c1ccc(NS(=O)(=O)c2ccc3c(c2)OCCO3)cc1	1.4	x	x	16	14	x	0	x
17	O=C(Oc1ccc(Cl)c2cccnc12)c1ccco1	x	1	-6	x	x	-2	0	-6
18	OCC#CCSc1nnc(-c2ccncc2)o1	x	x	-2	x	4	3	2	4
19	Cc1noc(C)c1S(=O)(=O)Nc1ccc2c(c1)CC(=O)N([C@H](C)CO)C[C@H](C)[C@@H](CN(C)S(C)(=O)=O)O2	-7.4	-37	-1	13	x	-3	0	12[16.7 µM]
20	CC(C)C(=O)Nc1ccc2c(c1)C(=O)N(C)[C@H]1CC[C@@H](CC(=O)NCc3ccccc3F)O[C@H]1CO2	-0.9	-6	0	1	-3	-2	-1	-33[16.7 µM]
21	Cc1noc(C)c1NC(=O)N(C)C[C@@H]1Oc2ccc(NC(=O)Nc3ccccc3)cc2C(=O)N([C@H](C)CO)C[C@@H]1C	-3.7	-11	0	1	x	1	0	1[16.7 µM]
22	CCOC(=O)c1c(C)[nH]c(N=Nc2ccccc2C)c1C	x	-17	2	x	-6	-4	-11	-2
23	Nc1ccn([C@@H]2O[C@H](C(=O)N[C@H](COC=O)Cc3ccccc3)[C@@H](O)[C@H]2O)c(=O)n1	1.1	1	4	1	1	2	12	4
24	O=S(=O)(NCc1cccnc1)c1cccs1	x	8	-4	2	x	-1	x	11
25	COc1ccc(C(=O)CSc2nnc(Cc3ccccc3)o2)cc1	x	21	-4	14	x	2	-9	4
26	C[C@@H](NC(=O)C[C@H]1CC[C@H]2[C@@H](COC[C@H](O)CN2C(=O)Nc2cccc(Cl)c2)O1)c1ccccc1	-2.5	-2	-2	-22	1	-11	7	-2[16.7 µM]
27	Cc1nc2cc(NS(=O)(=O)c3cccc(F)c3)ccc2s1	-1.5	x	x	-17	13	x	9	3
28	Nc1n[nH]c(-c2cccc([N+](=O)[O-])c2)n1	x	x	3	-15	4	-2	1	-11
29	c1ccc(-c2cnc(CSc3ncnc4sccc34)o2)cc1	x	14	5	x	5	-1	-8	0
30	O=C(NCCc1ccccc1)C1CCCN(S(=O)(=O)c2cccc3nonc23)C1 (stereo not drawn)	x	4	15	x	x	0	-10	-4
31	CN(c1ccc(C(=O)NCCSCc2c(F)cccc2Cl)cc1)S(C)(=O)=O	-5.5	1	x	-1	3	x	x	7
32	Cc1nc2sc3c(NCc4ccco4)ncnc3c2c2c1COC(C)(C)C2	x	-16	9	x	x	0	17	-4
33	CO[C@@H]1CN(C)C(=O)c2cc(NC(=O)C3CCCCC3)ccc2OC[C@@H](C)N(C)C[C@@H]1C	-1.0	-6	16	3	x	-1	x	-3[16.7 µM]
34	c1ccc(CSc2cc3ccccc3[nH]2)cc1	x	14	0	0	-10	0	x	0
35	COc1ccc(CN(C)C(=O)c2cc(-c3ccccc3)nc3ccc(C)cc23)c(OC)c1	3.9	-38	7	x	-5	3	15	8
36	CC[C@@]1(C(=O)OC)N[C@H](CN(C)C(=O)Nc2ccc(C(F)(F)F)cc2)[C@@H]2C(=O)N(Cc3ccccc3)C(=O)[C@@H]21	2.6	-6	7	-21	x	1	-2	2
37	N#Cc1nc(COc2ccccc2)oc1N1CCCCCC1	0.1	-3	1	-4	-1	-1	-10	-1
38	COc1cccc(NC(=O)C(C)Oc2ccccc2)c1 (stereo not drawn)	x	4	2	x	-4	1	6	1
39	CN(C)C(=O)C[C@H]1CC[C@@H]2[C@H](COC[C@H](O)CN2C(=O)c2ccncc2)O1	1.3	-12	0	-3	-21	45	8	-2[16.7 µM]
40	O=S(=O)(Cc1ccc(Cl)cc1)N1CCN(Cc2ccc3c(c2)OCO3)CC1	2.6	1	3	-5	17	0	-3	x

In another format: entries from further up.
Values run as follows: F508del corr, C2C12 statin, PglD inh, INS-1E GSIS act, FN deposition inh, Cneo AK release, PGC1a acetyl inh, miR-122 sensor
3	CCOc1ncccc1C(=O)OCCN1C(=O)c2ccccc2C1=O
    x, -2, -2, x, 0, -1, -9, -3
17	O=C(Oc1ccc(Cl)c2cccnc12)c1ccco1
    x, 1, -6, x, x, -2, 0, -6

The list continues:
item	compound	F508del corr	C2C12 statin	PglD inh	INS-1E GSIS act	FN deposition inh	Cneo AK release	PGC1a acetyl inh	miR-122 sensor
41	O=C(Nc1ccccc1)N1CCCCN2[C@H](CO)[C@@H](c3ccc(C#Cc4cccnc4)cc3)[C@@H]2C1	-6.4	x	0	-14	x	0	12	-5[16.7 µM]
42	C/C=C/c1ccc(OCC(=O)OCc2csc(CC(=O)Nc3ccccc3C)n2)c(OC)c1	0.0	x	-4	0	-2	-1	4	x
43	S=C(Nc1ccc(Br)cc1)N1CCn2cccc2C1c1cccnc1 (stereo not drawn)	0.2	x	x	-23	-5	x	-8	x
44	CC(NC(=O)CN1CCN(Cc2cccc(F)c2)CC1)c1ccccc1 (stereo not drawn)	-3.2	4	-3	1	-8	-2	3	-2
45	CCOc1ccc(OCCn2c(=S)[nH]c3ccccc32)cc1	0.0	-9	0	-31	-2	11	-3	13
46	CCOc1ccc(/C=N/NC(=O)CCC(=O)Nc2ccc(F)cc2)cc1	2.1	1	3	-5	2	-2	-1	9
47	O=C(CCC1CCCCC1)Nc1c2c(nn1-c1ccc(F)cc1)CS(=O)(=O)C2	x	-2	-3	x	x	2	-5	3
48	CC(C)c1ccc(OCC(=O)N(Cc2ccco2)C2CCS(=O)(=O)C2)cc1 (stereo not drawn)	-1.2	13	2	x	7	0	-15	-6
49	CCC(=O)N(C)C[C@H]1Oc2cc(C#C[C@@H](C)O)ccc2S(=O)(=O)N([C@H](C)CO)C[C@H]1C	-2.1	12	-4	22	-5	-1	7	1[16.7 µM]
50	O=C(NC1=NCCS1)c1ccc(Cl)c(S(=O)(=O)N2CCCCC2)c1	x	27	-2	x	-1	0	1	1
51	CCc1nc2ccc(C(=O)N3CCN(S(=O)(=O)CC)CC3)cn2c1N(CC)CCN(C)C	-2.3	14	3	-9	-1	0	x	-1
52	Cc1cc2cc(CCNC(=O)c3ccc(Br)o3)c(=O)[nH]c2cc1C	x	-5	0	x	x	2	-7	-5
53	CC1CC(NC(=O)c2cc3c(=O)n4ccccc4nc3n2C)CC(C)(C)C1 (stereo not drawn)	0.9	-4	-4	2	2	-5	-11	-5
54	CCCSc1nsc(NC(=O)CCC)n1	-4.1	-1	0	13	1	-2	-4	-2
55	CCCN1CCN(C(=O)Cn2nc(C)n3c(cc4c(OC)cccc43)c2=O)CC1	2.9	6	-6	25	3	-1	x	4
56	COCc1cc(CN(C)C(=O)C2CCC(=O)N(Cc3cccc(OC)c3)C2)[nH]n1 (stereo not drawn)	0.5	6	0	26	-13	1	-3	1
57	Cc1cc2oc(=O)cc(CN(C)Cc3cccc(F)c3)c2cc1C	1.5	3	1	0	10	-1	-5	-3
58	COc1cccc(C(=O)Nc2ccc3c(c2)C(=O)N(C)C[C@H](OC)[C@@H](C)CN[C@@H](C)CO3)c1	-0.6	29	-1	11	9	x	3	x
59	O=C(c1ccco1)N1CCN(c2ncnc3sc4c(c23)CCC4)CC1	x	-5	0	x	4	0	8	-4
60	O=S(=O)(c1cc(F)cc(F)c1)N1CCN(c2ncccn2)CC1	x	1	1	x	x	-1	2	-2
61	CC(C)NC(=O)N[C@H]1CC[C@@H](CCNS(=O)(=O)Cc2ccccc2)O[C@@H]1CO	-1.1	1	0	14	9	-12	-2	x
62	N#Cc1c(-c2ccccc2)nc(N2CCOCC2)[nH]c1=O	x	x	4	9	x	-1	2	-4
63	CCc1ccccc1NC(=O)CSc1nnc(-c2ccco2)n1N	x	x	-1	x	-4	2	5	0
64	CCC(=O)Nc1ccc2c(c1)OC[C@@H](C)N(C(=O)COC)C[C@@H](C)[C@@H](OC)CN(C)C2=O	3.4	13	3	8	3	-4	13	x
65	COCCn1c(=NC(=O)c2ccc(S(=O)(=O)N3CCc4ccccc4C3)cc2)sc2cc(OC)ccc21	x	x	1	7	-2	1	x	3
66	CC(C)(CC(=O)O)CC(=O)Nc1ccc(Oc2ccc(C(C)(C)C)cc2)nc1	0.1	x	2	-8	-3	1	-2	-2
67	Cc1ccc(S(=O)(=O)N(C)C[C@H]2Oc3c(NC(=O)C4CC4)cccc3C(=O)N([C@@H](C)CO)C[C@H]2C)cc1	1.8	-4	-4	1	1	-1	-2	-2[16.7 µM]
68	O=C(CCl)N1c2ccccc2Sc2c1ccc1ccccc21	-4.7	0	4	-3	-4	-2	5	3
69	C[C@H](NC(=O)c1ccccc1Cl)C(=O)NCCc1ccc(S(N)(=O)=O)cc1	2.5	1	-1	7	0	4	-3	-2
70	CC(C)N(C[C@H]1[C@@H](c2ccccc2)[C@H](CO)N1S(C)(=O)=O)C(=O)CN(C)C	0.0	3	1	9	-6	3	12	-25[16.7 µM]
71	C/C=C(\C)C(=O)Nc1cccc(C2=NOC3(C2)C[C@@H](C(N)=O)N(C(=O)/C(C)=C/C)C3)c1 (stereo partly drawn)	1.8	-6	-2	7	12	8	-10	-2
72	Cc1ccnc(N2CCC(C(=O)NCc3ccc4c(c3)OCO4)CC2)n1	x	-1	4	-4	-13	-1	-1	-5

High-throughput results deposited in PubChem by Broad Institute.

The order is random; overall some 2.1% were active at least once.
